# LmPK inhibitor = LmPK (Leishmania mexicana) enzyme inhibition | Q27686 | purified LmPK, Kinase-Glo ATP luminescence, 1 h | Potency, µM (titrated, usually from 57.5 µM), without a hit: at the top dose activity change, negative = inhibition, actives largely listed as inhibitors | 0.37% of 290,000 active; also: potency is read from the fitted curve at half-maximal effect; % is scaled to controls: 0 for no effect and ±100 for the full control effect
# Target sequence (Q27686 whole entry, looked up): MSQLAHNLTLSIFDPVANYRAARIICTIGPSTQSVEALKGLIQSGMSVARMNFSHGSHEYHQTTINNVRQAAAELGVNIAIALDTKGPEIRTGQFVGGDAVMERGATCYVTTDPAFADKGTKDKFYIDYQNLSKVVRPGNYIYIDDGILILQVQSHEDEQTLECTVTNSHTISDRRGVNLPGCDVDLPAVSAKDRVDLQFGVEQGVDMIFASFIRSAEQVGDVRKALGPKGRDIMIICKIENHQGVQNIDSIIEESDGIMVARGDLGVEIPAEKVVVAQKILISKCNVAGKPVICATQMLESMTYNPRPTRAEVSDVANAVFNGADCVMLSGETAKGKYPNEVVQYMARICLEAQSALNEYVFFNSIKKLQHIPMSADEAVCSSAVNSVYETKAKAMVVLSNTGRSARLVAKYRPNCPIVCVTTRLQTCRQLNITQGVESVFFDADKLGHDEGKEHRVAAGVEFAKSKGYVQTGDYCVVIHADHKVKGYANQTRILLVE
#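 Screened at intermediate enzyme activity to detect both inhibitors and activators: LmPK at 0.1 nM, with a 0.5 nM enzyme column as activation reference. PEP 0.5 mM, ADP 0.1 mM; ATP detected by luminescence after 1 h.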
# Pf growth 96h = P. falciparum growth inhibition at 96 hour, primary screen for plastid delayed-death inhibitors | P. falciparum luciferase reporter growth, 96 h | Potency, µM (series often up to 28.7 µM), for inactives: at the highest dose activity change, negative = inhibition, usual class: inhibitors | 6.9% of 320,000 active; also: potency is read from the fitted curve at half-maximal effect; % is scaled to controls: 0 for no effect and ±100 for the full control effect
#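 Erythrocytes infected with luciferase-expressing P. falciparum were dispensed at 2% hematocrit and 0.05% parasitemia (final), then incubated with compounds 96 hours at 37 C in 5% CO2. Luminescence after detection reagent addition reported growth.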
# TbPYK inhibitor = blocks Trypanosoma brucei pyruvate kinase. Q57TT1. TbPYK enzyme, Kinase-Glo Plus ATP luminescence, 45 min. Potency, µM (titrated, usually from 76.8 µM), for the others: at the top dose activity, negative = inhibition, most hits filed as inhibitors. 0.12% of 410,000 active. AID 624173; also: potency is read from the fitted curve at half-maximal effect; % is scaled to controls: 0 for no effect and ±100 for the full control effect; nearly all actives have a fitted effect of over 50% in size
#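 TbPYK + substrate in 50 mM TEA pH 7.2, 100 mM KCl, 10 mM MgCl2, 0.05% BSA, 0.01% Tween-20; cpd pinned; ADP 130 uM final; 45 min RT; Kinase-Glo Plus 10 min; luminescence endpoint.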
# Shiga inhibitor = Shiga toxin inhibition | Vero cells, Shiga toxin protein synthesis inhibition reporter | inhibition, % at 38.7 µM | 9.2% of 290,000 active | AID 2315; in the data active = inhibition mostly above about 28%, no sharp cut-off; inactive = mostly below about 43%; also: 0% is about no effect
# Cycloheximide cs = counter-screen hit for Shiga toxin inhibitors, cycloheximide; AID 2314; max response, %; cell reporter, cycloheximide protein synthesis inhibition counterscreen; 12% of 300,000 active; in the data active = max response mostly above about 13%, no sharp cut-off; inactive = mostly below about 14%; also: read at 38.3 µM for the half of the compounds with a filed dose; 0% is about no effect
# HCV inhibitor = HCV inhibition; Huh7.5.1 HCVcc-Cre infection, luciferase reporter, 44 h; Potency, µM (doses to about 41.8 µM), for inactives: at the highest dose activity change, negative = inhibition, usual class: inhibitors; 3.4% of 340,000 active; also: potency is read from the fitted curve at half-maximal effect; % is scaled to controls: 0 for no effect and ±100 for the full control effect
#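 Infectious HCVcc-Cre (~0.5 moi) was added to cells just after compound, with cells seeded 4 h earlier at 1,000 per well. Luciferase activity after 44 h culture reported infection; substrate was incubated 15 min at room temperature before reading.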
# Pf growth 48h = inhibits P. falciparum growth in the first generation, 48 h | P. falciparum luciferase growth in erythrocytes, 48 h | Potency, µM (top dose mostly 28.7 µM), inactives show at the top dose activity change, negative = inhibition, most hits filed as inhibitors | 5.9% of 310,000 active; also: potency is read from the fitted curve at half-maximal effect; % is scaled to controls: 0 for no effect and ±100 for the full control effect
#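 First compound was added to culture medium, then infected red cells at 0.1% parasitemia and 2% hematocrit (final). After incubation at 37 C under 5% CO2, luciferase detection reagent was dispensed and light output recorded.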
# * = called active by the depositor; ? = inconclusive; . = not tested or not shown; [ ] = another dose, or the depositor's remark. Unless noted, calls follow the shape of the dose curve; as a rule, active = well fitted curve in the direction sought with a large enough effect; inconclusive = small, poorly fitted or top-dose-only effect, or another doubt; inactive = no such curve, though single readings can be large; an effect the other way counts as inactive or inconclusive.
molecule,Pf growth 96h,HCV inhibitor,Shiga inhibitor,Cycloheximide cs,Pf growth 48h,LmPK inhibitor,TbPYK inhibitor
Cc1nonc1CC(=O)NC1CCCc2c1cnn2-c1ccc(F)cc1F (stereo unspecified),15%,-9%,16,1,4%,-2%,-4%
COc1cc(C2CC(=O)N(c3ccc(C)cc3)C(=O)C2)cc(OC)c1OC,-1%,?,1,2,?,-1%,-7%
O=C1COc2ccc(S(=O)(=O)Nc3ccc4c(c3)OCO4)cc2N1,38%[activator],-19%,-6,-10,-19%,20%,-19%
COCc1cc(C)nc(SCc2ccc(F)cc2)c1C#N,57%[activator],-7%,14,5,0%,0%,-1%
CCCCCCOC(=O)C(C#N)c1nc2ccccc2nc1N1CCN(C)CC1 (stereo unspecified),?,?,-24,1,?,-4%,-6%
COc1ccc(-c2nn3c(-c4ccco4)nnc3s2)cc1OC,-3%,-14%,2,-1,?,0%,-3%
O=c1oc2ccc(Br)cc2cc1S(=O)(=O)c1ccc(F)cc1,?,?,-17,-7,5%,6%,1%
CCN(CC)CCNC(=S)Nc1ccc2nc(N3CCN(C)CC3)cc(C)c2c1,-4%,?,37,10,10µM*,5%,-4%
COc1cccc(NC(=O)NCC2CCN(Cc3ccc(F)cc3)CC2)c1,-12%,-8%,-7,-2,-9%,3%,-2%
CCN(CC)C(=O)CSc1nnc2sc3ccccc3n12,?,-1%,-8,3,28%,4%,?
CS(=O)(=O)c1ccc(N)cc1,8%,0%,-4,-1,6%,-1%,-5%
CS(=O)(=O)N(CC(=O)NCC1CCCO1)c1cc(Cl)cc(Cl)c1 (stereo unspecified),3%,2%,-15,-1,8%,3%,-8%
COc1ccc(CCNC(=O)C2CCC(=O)N2CCc2ccccc2)cc1OC (stereo unspecified),-100%,13%,125*,26*,7%,0%,-1%
CCOC(=O)c1ccc(NC(=O)N2CCN(Cc3cccc(F)c3)CC2)cc1,7%,?,-4,-1,?,-2%,8%
Cc1cccn2c(=O)c(C(=O)NC3CC(C)CC(C)(C)C3)c(O)nc12 (stereo unspecified),?,?,.,.,3.7µM*,.,-14%
N#CCCn1cc(/C=N/NC(N)=S)c(-c2ccccc2)n1,0%,9%,-7,-3,-20%,-1%,-6%
NC(=NCCc1ccc(Cl)cc1)NS(=O)(=O)c1ccc(F)cc1,28%,1%,-12,-1,-7%,0%,-2%
O=C(NCc1cccnc1)C(=O)Nc1ccc2c(c1)OCO2,?,31%[activator],28,18*,55%[activator],-1%,-7%
COc1ccc(C(=O)N=C2CCC(C#N)=C3c4cc(OC)c(OC)cc4CCN23)cc1,?,6%,-12,-3,36%[activator],2%,-3%
CC1CN(C(=S)NC(=O)c2ccc(Cl)cc2)CC(C)O1 (stereo unspecified),28%,5%,-4,-2,?,0%,-27%
CCCCCCCC(=O)N/N=C/c1ccc(Br)cc1,65%[activator],-22%,15,-2,69%[activator],5%,-15%
O=C1CS/C(=N\C(=O)N2c3ccccc3Sc3ccccc32)N1,-5%,-23%,5,-3,?,10%,4%
CCN(CC(=O)Nc1c(F)cccc1F)C(=O)CNC(=O)c1ccco1,16%,18%,.,.,17%,.,-14%
COCCn1c(SCC(=O)Nc2ccccc2)nc2c(oc3ccccc32)c1=O,-8%,-3%,-15,-1,-6%,9%,7%
NCCSc1c(-c2ccccc2)[nH]c2ccccc12,?,-26%,-10,-2,?,-3%,-9%
CC(=O)c1cccc(NC(=O)CSc2nc(=O)n(CCN3CCOCC3)c3c2CCCC3)c1,?,3%,.,.,?,.,-15%
Cc1ccc(C(=O)NNC(=O)c2ccc(NC(=O)C(C)(C)C)cc2)cc1,15µM*,1%,2,1,6%,0%,-5%
O=[N+]([O-])/C=C1/NCCN1Cc1ccc(Cl)nc1,-2%,13%,-9,-1,39%[activator],2%,1%
COc1ccc(CNc2nc3ccc(C)cc3s2)c(OC)c1OC,1%,?,41*,15*,?,-8%,3%
CC/C(=N\NC(=S)Nc1ccccc1)c1c(O)[nH]c(=O)[nH]c1=O,?,17%,32*,29*,25%,11%,3%
CCOC(=O)c1c(C)[nH]c(C)c1C(=O)COC(=O)C1CCCN1S(=O)(=O)c1ccccc1F (stereo unspecified),25%,17%,-16,-1,2%,6%,4%
O=C1CCCN1C(=O)CCC(=O)N1CCCC1=O,?,5%,-21,-5,.,-2%,0%
NNC(=O)c1ccccc1OCc1ccccc1,?,-6%,38*,17*,15%,5%,4%
Cc1onc(-c2ccccc2Cl)c1C(=O)Nc1cccc(-c2nc3ncccn3c2C)c1,5%,.,-13,11,?,5%,0%
COc1ccc2nc(C)cc(NCc3ccc(F)cc3)c2c1,2.6µM*,-30%,-5,5,?,3%,-1%
CCc1ccc(N2C(=O)CC(NNc3nc4ccccc4s3)C2=O)cc1 (stereo unspecified),?,9%,-14,-6,-1%,3%,-10%
Cc1cc(C)nc(SCCC(=O)Nc2ccccc2)n1,15%,3%,-5,-3,-6%,-8%,-3%
COc1ccc2oc(C(=O)NNC(=O)c3ccc(F)cc3)c(C)c2c1,32%[activator],-18%,.,.,4%,.,3%
CCC12CC3CC(C1)CC(C(=O)O)(C3)C2,7%,11%,-12,-3,22%,-1%,10%
CC1=C(/C=C/C(C)=C\C=C\C(C)=C\C=C\C=C(C)\C=C\C=C(C)\C=C\C2=C(C)C[C@@H](O)CC2(C)C)C(C)(C)C[C@H](O)C1,7.6µM*,.,.,.,15µM*,.,-14%
CCc1c(C)nc2[nH]nc(-c3ccccc3C)n2c1=O,.,8%,17,10,24%,-3%,-3%
Cc1ccc(OCCC(=O)N(Cc2ccccc2)c2c(N)n(Cc3ccccc3)c(=O)[nH]c2=O)cc1,-5%,11µM*,.,.,?,.,6%
COc1ccc(/C=N/NC(=O)c2cccc(C(F)(F)F)c2)cc1,33%[activator],18%,18,7,8%,-1%,0%
C=CCn1c(SCC(=O)N2c3ccccc3Sc3ccccc32)nnc1-c1ccco1,-28%,-57%,0,1,-18%,0%,6%
Cn1cc(S(=O)(=O)N2CCCC2)cc1C(=O)N1CCN(c2ccccc2)CC1,19%,-6%,11,-2,?,1%,2%
COc1ccc(NC(=O)C2CCCN(S(C)(=O)=O)C2)cc1 (stereo unspecified),?,11%,6,5,0%,0%,2%
Cc1nc(N(C)C)c2sc(=S)n(C)c2n1,15%,12%,23,-1,.,13%,-10%
c1ccc2c(-c3nc(C4CCCCC4)no3)cc(-c3ccncc3)nc2c1,?,8.9µM*,12,-1,2.6µM*,6%,-12%
CCOc1ccc(S(=O)(=O)N2CCOCC2)cc1NC(=O)C1CCC1,1%,1%,-3,-4,1%,-1%,-4%
N#Cc1cccc(CN2C=NS(=O)(=O)c3ccccc32)c1,-21%,18%,-10,-1,12%,-3%,-6%
COc1cc(CN2CCCC(CO)(Cc3ccccc3C)C2)cc2c1OCO2 (stereo unspecified),?,?,-16,-2,?,2%,4%
Cc1noc(C)c1CSCC(=O)Nc1ccc(S(C)(=O)=O)cc1,?,18%,.,.,-17%,.,0%
COc1ccc2c(c1)CC/C2=N\OC(=O)c1ccccc1C,?,-6%,135*,50*,?,-2%,3%
COc1cccc(NC(=O)Cn2c3ccc(F)cc3c3nc4n(c(=O)c32)CCS4)c1,-17%,-10%,-2,5,?,9%,-1%
CS(=O)(=O)c1ccc2nc(NC(=O)Oc3ccccc3)sc2c1,-9%,9%,-1,8,35%[activator],-2%,-1%
O=C1Nc2ccccc2N(O)N1c1ccc(Cl)cc1,30%[activator],3%,-12,-6,22%,-2%,-1%

# Remaining list, next part.
molecule,Pf growth 96h,HCV inhibitor,Shiga inhibitor,Cycloheximide cs,Pf growth 48h,LmPK inhibitor,TbPYK inhibitor
Cc1cc(C)nc(SCc2ccc(C(=O)NNC(=O)Nc3cccc(Cl)c3)cc2)n1,31%[activator],25µM*,-7,-1,-4%,-4%,-5%
COC(=O)N=Nc1c(O)[nH]c2ccc(Br)cc12,41%[activator],-44%,5,-1,46%[activator],-1%,-17%
CC(=O)Nc1ccccc1C(=O)OCC(=O)c1ccc2c(c1)OCCO2,39%[activator],6%,98*,32*,166%[activator],1%,2%
N#CC(C#N)=C1C=CC=CN1/C(=C\c1ccco1)C(=O)c1ccccc1,?,?,-6,-7,?,8%,-13%
COc1ccc(C(=O)Oc2cc(C)[nH]c(=O)c2[N+](=O)[O-])cc1,-8%,9%,-11,-2,27%,-5%,0%
COc1ccc(-c2nc(CS(=O)(=O)CC(=O)NCCc3cc(OC)ccc3OC)c(C)o2)cc1,?,?,9,-2,?,1%,1%
O=C(COC(=O)CNC(=O)c1ccc(Cl)cc1Cl)NCc1ccco1,15%,15%,.,.,7%,.,5%
O=C(O)CCSc1ccc([N+](=O)[O-])cc1[N+](=O)[O-],22%,9%,19,-7,11%,-5%,-34%
CCOC(=O)C1CCCN(C(=O)Cc2ccc(OC)c(OC)c2)C1 (stereo unspecified),.,18%,-2,-2,-13%,-4%,-5%
COc1ccccc1N1CCN(C(=O)c2cc(C(=O)N3CCN(c4ccccc4OC)CC3)cc([N+](=O)[O-])c2)CC1,?,9%,-6,-1,?,5%,-6%
O=C(c1ccc2c(Cl)c3c(nc2c1)CCCC3)N1CCC(N2CCCCC2)CC1,?,?,-15,-4,-2%,-2%,0%
FC(F)(F)c1ccc(-n2cn[nH]c2=S)cc1,34%[activator],-2%,-9,1,7%,-15%,?
O=Cc1cn(Cc2ccc(F)cc2Cl)c2ccccc12,164%[activator],7%,-13,-2,-3%,2%,6%
Cc1cccc(-c2cc(=O)c(C(=O)O)cn2-c2ccc(F)cc2F)c1,23%,35%[activator][8.37 µM],-2,-2,41%[activator],-1%,4%
CC1CC(=O)C2=C(C1)Nc1ccccc1SC2c1ccc(F)cc1 (stereo unspecified),4.1µM*,3%,-6,-5,12µM*,2%,2%
Cc1ccc2c(c1)N(CC(=O)NCc1cccs1)C(=O)C(C)O2 (stereo unspecified),18%,19%,12,-3,4%,1%,-3%
CC(=O)Nc1nc2c(C)c(Cl)ccc2s1,23%,-2%,-4,-2,7%,5%,1%
O=C(O)CN1C(=O)/C(=C\c2cccc(OCc3ccc(Cl)cc3Cl)c2)SC1=S,?,-4%,68*,22*,52%[activator],0%,-21%
Nc1ccn(CC(=O)NCCc2ccccn2)c(=O)n1,34%[activator],24%,.,.,27%,.,3%

# In the list so far, these contain bromine:
molecule,Pf growth 96h,HCV inhibitor,Shiga inhibitor,Cycloheximide cs,Pf growth 48h,LmPK inhibitor,TbPYK inhibitor
O=c1oc2ccc(Br)cc2cc1S(=O)(=O)c1ccc(F)cc1,?,?,-17,-7,5%,6%,1%
CCCCCCCC(=O)N/N=C/c1ccc(Br)cc1,65%[activator],-22%,15,-2,69%[activator],5%,-15%
COC(=O)N=Nc1c(O)[nH]c2ccc(Br)cc12,41%[activator],-44%,5,-1,46%[activator],-1%,-17%

# Compound activity as filed in PubChem.
